From PubChem BioAssay
ULK1 primary – ULK1 kinase inhibitors, primary screen, biochemical, AlphaScreen; AlphaScreen Atg13 phosphorylation by ULK1, luminescence; inhibition, % at 5.96 µM; 30,000 compounds, 1.9% hits; Serine/threonine-protein kinase ULK1 (Homo sapiens), O75385; in the data active = inhibition above about 43%;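 note: 0% = median of compound wells and 100% = no enzyme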
Target sequence (O75385 whole entry, looked up): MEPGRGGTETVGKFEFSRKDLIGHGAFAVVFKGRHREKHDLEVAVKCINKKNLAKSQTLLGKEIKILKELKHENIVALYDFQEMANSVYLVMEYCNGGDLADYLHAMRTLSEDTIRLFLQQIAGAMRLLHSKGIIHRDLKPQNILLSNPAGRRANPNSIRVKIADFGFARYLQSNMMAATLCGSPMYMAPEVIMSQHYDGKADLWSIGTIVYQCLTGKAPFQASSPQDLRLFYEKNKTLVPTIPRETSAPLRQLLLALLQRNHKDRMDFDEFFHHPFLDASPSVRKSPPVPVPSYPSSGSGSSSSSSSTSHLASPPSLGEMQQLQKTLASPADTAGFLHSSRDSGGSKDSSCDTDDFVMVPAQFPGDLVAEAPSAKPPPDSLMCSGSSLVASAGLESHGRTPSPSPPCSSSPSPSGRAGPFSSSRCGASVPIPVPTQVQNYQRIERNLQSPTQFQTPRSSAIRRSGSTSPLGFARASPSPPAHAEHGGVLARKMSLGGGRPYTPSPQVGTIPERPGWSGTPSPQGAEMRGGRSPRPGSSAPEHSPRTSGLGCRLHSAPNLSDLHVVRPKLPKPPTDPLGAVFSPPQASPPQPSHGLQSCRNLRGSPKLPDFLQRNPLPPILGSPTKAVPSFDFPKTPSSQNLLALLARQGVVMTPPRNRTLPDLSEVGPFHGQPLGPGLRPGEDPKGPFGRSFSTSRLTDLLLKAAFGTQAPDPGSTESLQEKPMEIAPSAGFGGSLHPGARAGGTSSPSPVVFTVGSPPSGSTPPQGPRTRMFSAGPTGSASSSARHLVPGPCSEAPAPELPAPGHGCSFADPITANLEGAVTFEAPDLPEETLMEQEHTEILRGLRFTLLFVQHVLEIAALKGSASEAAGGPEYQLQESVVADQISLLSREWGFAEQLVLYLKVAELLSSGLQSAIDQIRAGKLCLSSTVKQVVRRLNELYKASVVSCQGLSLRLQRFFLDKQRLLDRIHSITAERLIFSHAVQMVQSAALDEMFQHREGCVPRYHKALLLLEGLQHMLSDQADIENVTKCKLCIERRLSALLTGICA
ASK1 primary – ASK1 kinase inhibitors, primary screen, biochemical, AlphaScreen | AlphaScreen MKK6 phosphorylation by ASK1, luminescence | 22,000 compounds, 0.99% hits | AID 1159602, 2016 | Mitogen-activated protein kinase kinase kinase 5 (Homo sapiens), Q99683 | inhibition, % at 7.44 µM; in the data active = inhibition above about 35%;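 note: 0% = median of compound wells and 100% = no enzyme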
The depositor's hits bear a star; . = no result given.

SMILES | ULK1 primary | ASK1 primary
CCOC(=O)C1=C(C)NC2=C(C(=O)CCC2)C1c1cccnc1 (centres undefined) | -3 | .
COc1cccc(CCNC(=O)c2n[nH]c3cc(-c4cn[nH]c4)ccc23)c1 | -4 | 1
CCCCCCc1nnc(NC(C)=O)s1 | 8 | .
COc1cc(-c2cn[nH]c2)ccc1C(=O)NCC(OC)c1cccs1 (centres undefined) | 6 | 6
CCCNc1ccnc(-c2cccs2)n1 | -9 | 10
O=C(O)CCCCC(=O)O | -10 | .
FC(F)(F)c1ccc(Cn2cnc3c(NCCN4CCOCC4)nc(-c4cccs4)nc32)cc1 | -18 | -5
CC(C)N(CCNC(=O)c1ccnc(Nc2ccc(C(F)(F)F)cc2)c1)C(C)C | -25 | 8
COc1ccccc1-c1ccnc(Nc2ccc(S(N)(=O)=O)cc2)n1 | -23 | 7
CC(=O)Nc1ccc(Nc2nc(N3CCN(Cc4ccc5c(c4)OCO5)CC3)nc3c2ncn3-c2ccsc2)cc1 | -3 | 14
Cc1cc(Nc2ccc(N3CCOCC3)cc2)nc(Nc2ccccc2)n1 | 7 | 42*
c1ccc(N2CCN(c3nc(NCCN4CCOCC4)c4[nH]cnc4n3)CC2)nc1 | 8 | 10
COc1ccc(CCNc2nc(-c3c(C)nn(C)c3C)nc3c2ncn3Cc2ccc(C(F)(F)F)cc2)cc1 | -18 | -2
COc1cc2nc(Oc3ccccc3)nc(Nc3ccc(NC(C)=O)cc3)c2cc1OC | -27 | -20
O=C1CCCN1CCn1cnc2c(NCCOc3ccccc3)nc(Nc3ncccn3)nc21 | 33 | 14
O=C(NCc1cccnc1)c1ccnc(N2CCN(Cc3ccc4c(c3)OCO4)CC2)c1 | -9 | 16
Cc1ccc(C(=O)Nc2nc3c(s2)CN(C)CC3)cc1C | 9 | .
CC(C)n1c(Nc2ccccn2)nc2c(NCCc3ccc(O)cc3)ncnc21 | 2 | 15
CCN(CC)C(=O)C1CCCN(c2nc(NCCN(C(C)C)C(C)C)c3ncn(-c4ccsc4)c3n2)C1 (centres undefined) | 6 | -38
NC(=O)c1ccc(-c2cncc(C(=O)NCc3cccnc3)c2)cc1 | 1 | 0
CCCNc1nc(-c2c(C)nn(C)c2C)nc2c1ncn2CCN1CCCC1=O | 0 | -8
CCCNC(=O)C1CCN(c2ccc(Nc3ccc(N4CCOCC4)cc3)nn2)CC1 | -2 | 3
O=C1N(Cc2ccc(F)cc2Cl)CCN1c1ccc(C(F)(F)F)cn1 | -1 | .
O=C(Nc1ccc2[nH]ncc2c1)[C@@H]1CCCN1C(=O)c1cc2cc(F)ccc2[nH]1 | -7 | 1
FC(F)(F)c1ccc(Nc2nccc(NCCOc3ccccc3)n2)cc1 | -26 | -24

New compounds follow
SMILES | ULK1 primary | ASK1 primary
c1ccc(CNc2ccnc(N3CCOCC3)n2)cc1 | 0 | 1
Cc1ccc(S(=O)(=O)C2=C(O)C(=O)N(c3ccccc3)C2c2ccccc2)cc1 (centres undefined) | 13 | .
NC(=O)c1ccnc(Nc2nccc3ccccc23)c1 | -6 | -12
CCCCCCCCCCCCCCCC(=O)OC[C@H](COP(=O)([O-])OCC[N+](C)(C)C)OC(=O)CCCCCCCCCCCCCCC | -11 | .
Nc1c(CC(=O)O)cccc1C(=O)c1ccccc1 | -1 | .
NC(=O)c1cccc(-c2cccs2)n1 | -4 | 10
Cc1cccc(CC(=O)Nc2cnn(-c3ccccc3C(=O)NC3CCOCC3)c2)c1 | -3 | 3
COc1ccc(CCNC(=O)c2csc(Nc3ccncc3)n2)cc1 | -9 | 6
CC(C)c1ccc(CN2CCC(C(=O)NC(C)(C)C)CC2)cc1 | -1 | .
COc1ccc(CCNC(=O)c2cccc(-c3ccc(OC)cc3)c2)cc1 | -13 | -2
c1nc(NCc2ccc3c(c2)OCO3)cc(Nc2ccc3c(c2)OCO3)n1 | -1 | 14
O=C(Nc1nccs1)c1cc(-c2ccccc2)n[nH]1 | -3 | 18
NC(=O)c1ccc(-c2nc(NCc3ccccc3)c3[nH]cnc3n2)cc1 | -4 | -19
O=C1CCCN1CCn1cnc2c(Nc3ccccc3)nc(Nc3ccc(N4CCOCC4)cc3)nc21 | 4 | 9
COc1nc(NCc2cccc(C(F)(F)F)c2)nc(-c2ccc(C(N)=O)cc2)n1 | -14 | 5
COc1cc(Nc2ncc(C(=O)NCc3nc4ccccc4[nH]3)s2)cc(OC)c1OC | 32 | 2
CCCCC(=O)Nc1ccc(Nc2nc(C)cc(N3CCCC3)n2)cc1 | -15 | .
NC(C(=O)N1CCC(Nc2ccc3[nH]ncc3c2)CC1)c1ccc(C(F)(F)F)cc1 (centres undefined) | -11 | -19
Cc1cc(NCCOc2ccccc2)nc(-c2ccc(C(=O)N3CCN(C)CC3)cc2)n1 | 1 | 4
Cc1ncccc1Nc1ccc2c(cnn2-c2cc(C(=O)NCCN3CCOCC3)ccn2)c1 | 7 | -9
Cn1nccc1Nc1cc(Nc2ccc(N3CCOCC3)cc2)ncn1 | 17 | 4
COc1cc(Nc2nc(Nc3cccc(N(C)C)c3)nc3nc[nH]c23)cc(OC)c1OC | 12 | 27
Cc1ncc2c(NCCCN3CCOCC3)nc3ccccc3n12 | 12 | .
O=c1ccc(-c2ccc(F)cc2)cn1Cc1cccc(Cl)c1 | -29 | .
O=C(NC1CC1)c1ccc(-c2cc(NCc3cccc(C(F)(F)F)c3)ncn2)cc1 | 1 | 1

18 consecutive records out of the list so far:
SMILES | ULK1 primary | ASK1 primary
COc1ccc(CCNC(=O)c2csc(Nc3ccncc3)n2)cc1 | -9 | 6
CC(C)c1ccc(CN2CCC(C(=O)NC(C)(C)C)CC2)cc1 | -1 | .
COc1ccc(CCNC(=O)c2cccc(-c3ccc(OC)cc3)c2)cc1 | -13 | -2
c1nc(NCc2ccc3c(c2)OCO3)cc(Nc2ccc3c(c2)OCO3)n1 | -1 | 14
O=C(Nc1nccs1)c1cc(-c2ccccc2)n[nH]1 | -3 | 18
NC(=O)c1ccc(-c2nc(NCc3ccccc3)c3[nH]cnc3n2)cc1 | -4 | -19
O=C1CCCN1CCn1cnc2c(Nc3ccccc3)nc(Nc3ccc(N4CCOCC4)cc3)nc21 | 4 | 9
COc1nc(NCc2cccc(C(F)(F)F)c2)nc(-c2ccc(C(N)=O)cc2)n1 | -14 | 5
COc1cc(Nc2ncc(C(=O)NCc3nc4ccccc4[nH]3)s2)cc(OC)c1OC | 32 | 2
CCCCC(=O)Nc1ccc(Nc2nc(C)cc(N3CCCC3)n2)cc1 | -15 | .
NC(C(=O)N1CCC(Nc2ccc3[nH]ncc3c2)CC1)c1ccc(C(F)(F)F)cc1 (centres undefined) | -11 | -19
Cc1cc(NCCOc2ccccc2)nc(-c2ccc(C(=O)N3CCN(C)CC3)cc2)n1 | 1 | 4
Cc1ncccc1Nc1ccc2c(cnn2-c2cc(C(=O)NCCN3CCOCC3)ccn2)c1 | 7 | -9
Cn1nccc1Nc1cc(Nc2ccc(N3CCOCC3)cc2)ncn1 | 17 | 4
COc1cc(Nc2nc(Nc3cccc(N(C)C)c3)nc3nc[nH]c23)cc(OC)c1OC | 12 | 27
Cc1ncc2c(NCCCN3CCOCC3)nc3ccccc3n12 | 12 | .
O=c1ccc(-c2ccc(F)cc2)cn1Cc1cccc(Cl)c1 | -29 | .
O=C(NC1CC1)c1ccc(-c2cc(NCc3cccc(C(F)(F)F)c3)ncn2)cc1 | 1 | 1

Other records.
SMILES | ULK1 primary | ASK1 primary
Cc1cc(N)nc(-c2c(C)noc2C)n1 | 11 | -14
Cn1nccc1Nc1nc(NCc2cccc(C(F)(F)F)c2)c2ncn(-c3ccccc3)c2n1 | 0 | -12
Cc1nnc(SCc2ccccc2)n1N | -3 | .
COc1ccc(CCNC(=O)c2cccc(-c3ccc(OC)cc3)n2)cc1 | -11 | -25
C[C@@H](NC(=O)OC(C)(C)C)C(=O)N1CCC(C(=O)Nc2ccc3[nH]ncc3c2)C1 (some centres undefined) | 3 | -3
N[C@@H]1CC[C@H](C(=O)Nc2cccc3cnccc23)C1 | 6 | -3
CCCNc1cc(C)nc(NC2CCC(O)CC2)n1 (centres undefined) | -2 | -20
CC(C)N(CCNc1nc(Nc2ccncc2)nc2c1ncn2-c1ccccc1)C(C)C | 7 | 0
CN1CCN(c2ccc(-c3cccc(C(=O)NCCOc4ccccc4)n3)cc2)CC1 | -14 | 0
Cc1ccc(-c2ccccc2C#N)cc1 | -15 | .
Cc1cc(NCc2cccc(C(F)(F)F)c2)nc(-c2c(C)nn(C)c2C)n1 | -5 | 0
O=C(Nc1cc(-c2ccncc2)c[nH]c1=O)c1ccc2c(c1)OCCO2 | 5 | 6
CCN(CC)c1nc(Nc2ccccc2)nc(N2CCC(N3CCOCC3)CC2)n1 | 16 | -6
COc1cc(Nc2nc(Nc3ccc(N4CCOCC4)cc3)ncc2C)cc(OC)c1OC | 45* | 20
COc1cc(Nc2nc(Cl)nc3c2ncn3Cc2ccc(C(F)(F)F)cc2)cc(OC)c1OC | -20 | -5
CCCNc1ncnc2nc(-c3ccc(C(=O)N4CCN(C)CC4)cc3)[nH]c12 | 1 | -3
Clc1ccc(CNc2cc(-c3cccnc3)nc(-c3ccncc3)n2)cc1 | -5 | .
CC(C)N(CCNc1ncnc2c1nc(-c1ccc(N3CCN(C)CC3)cc1)n2C(C)C)C(C)C | 2 | 15
CC(C)COC(=O)c1ccc2c(c1O)C(=O)c1ccccc1C2=O | 9 | .
CCCNc1nc(-c2ccccc2)nc2c1ncn2Cc1ccc(C(F)(F)F)cc1 | -19 | -20
Cc1nc(-c2ccc(F)cc2)cc(N(C)Cc2ccccc2)n1 | 10 | .
COc1cc(Nc2ccnc(NC3CCN(Cc4ccccc4)CC3)n2)cc(OC)c1OC | -4 | -3
COc1cc(Nc2nc(C(=O)NC3CCN(Cc4ccccc4)CC3)cs2)cc(OC)c1OC | 13 | 13
CC(C)n1cnc2c(N)nc(N3CCOCC3)nc21 | -14 | 16
CC(C)N(CCNc1ccnc(Nc2ccccc2)n1)C(C)C | 1 | -2

The results go on.
SMILES | ULK1 primary | ASK1 primary
Cc1cc(C(=O)Nc2ccnn2-c2cccc(C(=O)Nc3ccc(N4CCOCC4)cc3)c2)no1 | -1 | 13
O=c1[nH]c(Nc2ccccc2)nc2n[nH]c(-c3ccccc3)c12 | 5 | 23
CC(=O)c1cccc(-c2cc(C(=O)NCCOc3ccccc3)ccn2)c1 | -7 | -4
O=C(NCc1cccc(C(F)(F)F)c1)c1cccc(N2CCc3ccccc3C2)c1 | -5 | -8
CCCNc1cc(NC2CCN(Cc3ccccc3)CC2)ncn1 | 0 | 13
CC(=O)Nc1ccc(Nc2nc(-c3ccc(C(N)=O)cc3)nc3nc[nH]c23)cc1 | -3 | 10
O=C1CCCN1CCCNc1ncnc2nc(Nc3ccc4ncccc4c3)[nH]c12 | 9 | -8
CN(C)CCOc1cc(-c2cn[nH]c2)c(F)cc1NC(=O)[C@H](N)Cc1ccc(C(F)(F)F)cc1 | -12 | 2
O=C1CCCN1CCCNc1nc(N2CCOCC2)nc2nc[nH]c12 | -10 | -1
COc1ccc(-c2cccc(C(=O)NCCc3ccc(O)cc3)c2)cn1 | -106 | -14
O=C(NCCCN1CCCC1=O)c1cccc(NCCN2CCOCC2)n1 | 8 | -18
Cc1cc(NC2CC2)nc(N2CCOCC2)n1 | 5 | 8
CC(Oc1ccccc1)C(=O)NC1C(=O)N2C1SC(C)(C)C2C(=O)O (centres undefined) | 10 | .
COc1cc(Nc2nc(-c3csc4ccccc34)ncc2C)cc(OC)c1OC | 25 | 24
c1ccc(CN2CCC(Nc3ncnc4nc(Nc5cnccn5)[nH]c34)CC2)cc1 | 12 | -3
Cc1nn(C)c(C)c1-c1ccc(C(=O)NCc2ccccc2)s1 | 9 | 8
O=C(O)c1csc(Nc2ccccc2Cl)n1 | 1 | -8
COc1cc(Nc2nc(Nc3ccc4c(c3)OCO4)c3ncn(CCN4CCCC4=O)c3n2)cc(OC)c1OC | -7 | 1
Cc1cnc(Nc2ccc(-n3ccnc3)cc2)nc1Nc1ccc2c(c1)OCO2 | 36 | 0
COc1cc2c(cnn2-c2cccc(C(=O)NCCN3CCOCC3)c2)cc1Nc1ccccc1 | -18 | -3
CC(C)N(CCNc1nc(N2CCN(Cc3ccc4c(c3)OCO4)CC2)nc2c1ncn2-c1ccccc1)C(C)C | 3 | 11
COc1ccc(-c2ncc(C(=O)Nc3ccc(NC(C)=O)cc3)s2)cc1 | 16 | 3
COc1cc2nc(Nc3ccc(-n4ccnc4)cc3)nc(Nc3ccccc3)c2cc1OC | 1 | -6
Cn1c(NCc2ccc(C(=O)O)cc2)nc(-c2ccncc2)c(-c2ccc3ccccc3c2)c1=O | -11 | -1
CNC(=O)c1ccccc1Nc1cc(Nc2ccc(C(=O)N(C)C)cc2)ncc1C(F)(F)F | 86* | -16

Following part:
SMILES | ULK1 primary | ASK1 primary
O=C(CSc1ncnc2sc3c(c12)CCC3)NCc1cccs1 | -1 | .
CC1(C)CC(=O)C=C(NN2CCOCC2)C1 | -3 | .
COc1ccc(-c2cnc3ccc4ccccc4c3c2)cc1 | -15 | -4
COc1cc(Nc2nc(NCCN(C(C)C)C(C)C)c3ncn(Cc4ccc(C(F)(F)F)cc4)c3n2)cc(OC)c1OC | -38 | -6
O=C(Cc1cn(-c2ccc(Nc3ccccc3)nn2)c2ccccc12)NCc1nc2ccccc2[nH]1 | 9 | 3
O=C1CCCN1CCCNc1nc(NCc2ccc3c(c2)OCO3)nc2c1ncn2-c1ccsc1 | -24 | -16
CCCNc1nc(N2CCOCC2)nc2c1ncn2CCN1CCCC1=O | -3 | 3
Nc1ccc(S(=O)(=O)Nc2nccs2)cc1 | -8 | .
